# CHT PAM = allosteric activators of human choline transporter CHT. CHT-expressing cells, membrane potential dye, choline EC20; stronger effect = higher value; LV-AA mutant CHT in HEK293 cells. B-score at 10 µM. 310,000 tested, 0.49% active. AID 488977;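 active = initial fluorescence not abnormally high and integrated response B-score, plate-corrected, over 3 SD above library mean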
# Target sequence (Q9GZV3 whole entry, looked up): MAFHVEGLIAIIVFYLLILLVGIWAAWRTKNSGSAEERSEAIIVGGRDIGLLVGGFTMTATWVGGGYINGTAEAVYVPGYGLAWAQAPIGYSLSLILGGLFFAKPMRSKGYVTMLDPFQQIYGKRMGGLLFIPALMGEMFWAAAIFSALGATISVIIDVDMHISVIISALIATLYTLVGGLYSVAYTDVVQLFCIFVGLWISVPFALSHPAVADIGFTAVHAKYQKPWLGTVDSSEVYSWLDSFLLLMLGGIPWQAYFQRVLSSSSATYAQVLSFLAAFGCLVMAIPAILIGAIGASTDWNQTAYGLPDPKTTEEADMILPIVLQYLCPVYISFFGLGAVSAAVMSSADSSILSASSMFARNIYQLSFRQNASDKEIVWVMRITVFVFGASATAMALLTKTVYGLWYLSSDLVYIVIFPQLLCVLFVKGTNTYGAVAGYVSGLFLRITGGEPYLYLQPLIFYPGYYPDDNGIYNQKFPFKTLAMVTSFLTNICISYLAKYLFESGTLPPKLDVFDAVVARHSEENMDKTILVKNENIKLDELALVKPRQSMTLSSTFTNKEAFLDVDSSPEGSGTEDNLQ
# CHT inh = inhibitors of human choline transporter CHT; B-score at 10 µM; 310,000 tested, 0.86% active; CHT-expressing cells, membrane potential dye, choline response; stronger effect = lower value; Q9GZV3; AID 488975;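 active = B-score over 3 SD under the library average, and starting fluorescence ratio not unusually high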;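 note: choline stimulus applied at its EC90 after an EC20 pre-addition; B-score computed on integrated fluorescence ratio after choline addition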
# * hit, by the source's call; i = inactive. Outcome played no part in choosing rows; any-hit rate near 1.5%.
SMILES	CHT PAM	CHT inh
COCCCNC(=O)CCN1N=C(c2ccccc2)CCC1=O	i	i
CC(=O)NCCc1nc2cc(NS(=O)(=O)c3ccccc3)ccc2n1C	i	i
CC1CC(C)(C)CC2(C1)NC(=O)N(CC(=O)Nc1nccs1)C2=O (stereo unspecified)	i	i
COc1cc(C(=O)N2CCc3ccccc32)cc(OC)c1OC	i	i
Clc1ccc(Cl)c(OCCN2CCOCC2)c1	i	i
Cc1ccc(NC(=O)C(C)N2CCCC2)cc1Cl (stereo unspecified)	i	i
Cc1ccnn1CCC(=O)N1CCCC(N2CCN(c3cccc(Cl)c3)CC2)C1 (stereo unspecified)	i	i
CC1CCCN(C(=S)Nc2ccc3nc4n(c(=O)c3c2)CCCCC4)C1 (stereo unspecified)	i	i
COc1cccc(CC2(CO)CCCN(Cc3cnn(-c4ccccc4)c3)C2)c1 (stereo unspecified)	i	i
CCc1nnc(NC(=O)C2CC(=O)N(Cc3ccccc3)C2)s1 (stereo unspecified)	i	i
COc1ccccc1NC(=O)c1ccc(NC(=O)COC(=O)CCC2CCCC2)cc1	i	i
COc1ccc(/C=C(\C#N)C(=O)OCC(=O)NCc2ccco2)cc1	i	i
CCCN1/C(=C2/SC(=S)N(CC)C2=O)C=Cc2ccccc21	i	i
CNC(=O)CSc1nnc(-c2ccco2)n1-c1cccc(C)c1C	i	i
O=C(O)C1CCCN1S(=O)(=O)c1ccc(Cl)cc1 (stereo unspecified)	i	i

# Next structures follow.
SMILES	CHT PAM	CHT inh
Cc1ccc2ncc([N+](=O)[O-])n2c1	i	i
NC(=O)CN1C(=O)C2C3C=CC(C3)C2C1=O (stereo unspecified)	i	i
CCOc1ccc(NC(=O)Nc2ccc(Br)cn2)cc1	i	i
Cc1c(Cl)c([N+](=O)[O-])nn1CC(=O)N1CCCc2ccccc21	i	i
Nc1c(C(=O)NCc2ccco2)sc2nc(N3CCOCC3)c3c(c12)CCCC3	i	i
C[C@H](NC(=O)[C@H]1N2C(=O)c3ccccc3C2SC1(C)C)C(=O)NCC1CCCO1 (stereo partly specified)	i	i
O=C1N(Cc2cccnc2)C[C@@H]2C[C@@H](c3cccc(C(F)(F)F)c3)N3CCC[C@@]123	i	i
COC(=O)Nc1ccc(S(=O)(=O)N2CCN(C)CC2)cc1	i	i
CN(C)/N=C/C=C1\CC/C(=C\c2ccc(F)c(F)c2)C1=O	i	i
Cc1onc(-c2ccccc2Cl)c1C(=O)NCCCN1CCOCC1	i	i
Cn1ccs/c1=N\S(=O)(=O)c1ccc(C(C)(C)C)cc1	i	i
O=C(c1cc(COc2c(F)cccc2F)on1)N1CCc2ccccc2C1	i	i
CCOc1ccc(CCNC(=O)CCCN2C(=O)c3ccccc3C2=O)cc1OCC	i	i
COc1ccc(-c2cc(C(=O)N3CCCCC3)c3ccccc3n2)cc1	i	i
Cc1ccc(S(=O)(=O)N/N=C\c2cn(CC(N)=O)c3ccccc23)cc1	i	i

# New compounds follow:
SMILES	CHT PAM	CHT inh
Fc1ccc(Cn2nnnc2CN2CCN(C3CCCCC3)CC2)cc1	i	i
O=C(CCNC(=O)c1ccco1)Nc1ccc(Cl)cc1F	i	i
CC(=O)NC(Cc1ccc(F)cc1)C(=O)NC1CCN(C(=O)NCc2ccccc2)CC1 (stereo unspecified)	i	i
Cc1ccc(C(=O)c2coc3ccc(O)c(CN4CCN(C)CC4)c23)cc1	i	i
NS(=O)(=O)c1ccc(NC(=S)Nc2ccc(C(=O)N3CCCCC3)cc2)cc1	i	i
Cc1ccc(CN2CCNC(=O)C2CC(=O)N(C)C2CCCCC2)cc1 (stereo unspecified)	i	i
C=C/C(C)=C/CC1C(=C)CCC2C(C)(C(=O)O)CCCC12C (stereo unspecified)	i	i
Cc1ccc(SCCNC(=S)Nc2cc(C)cc(C)c2)cc1	i	i
COc1ccc(O[C@@H]2O[C@H](COC(C)=O)[C@@H](OC(C)=O)[C@H](OC(C)=O)[C@H]2NC(C)=O)cc1	i	i
CCC12CC3CC(C1)CC(C(=O)Nc1nn[nH]n1)(C3)C2	i	i
O=C(N/N=C/c1ccccc1)c1[nH]c2ccc(Br)cc2c1-c1ccccc1	i	i
CC(=O)n1cc(N(C(=O)CCl)c2ccc([N+](=O)[O-])cc2)c2ccccc21	i	i
Cc1cccc(OCC(=O)N/N=C/c2ccc(N(C)C)cc2)c1	i	i
Cc1ccc(/C(N)=N/OC(=O)CCC2CCCCC2)cc1	i	i
Cc1ccc(C)c(SCC(=O)NCc2ccco2)c1	i	i

# Going on with the list:
SMILES	CHT PAM	CHT inh
Cc1cc(C(=O)Nc2ccc(N3CCOCC3)cc2)c2ccccc2n1	i	i
Cc1cccc(NC(=O)CSc2nc(=O)n(CCN3CCOCC3)c3c2CCCC3)c1C	i	i
Cc1c(NC(=O)c2cccc(S(=O)(=O)N3CCOCC3)c2)c(=O)n(-c2ccccc2)n1C	i	i
COc1ccc(C(=O)Nc2ccnn2C2CCN(C(=O)C3CCOC3)CC2)cc1 (stereo unspecified)	i	i
CC1CCc2c(sc3ncnc(SCC(=O)Nc4ccc(C(=O)O)cc4)c23)C1 (stereo unspecified)	i	i
CCOC(=O)c1sc(NC(=O)c2ccc(S(=O)(=O)N(CC)CC)cc2)nc1C	i	i
Cc1ccc(N(CCC#N)C(=O)COC(=O)C2CCN(c3ccc(C(F)(F)F)cn3)CC2)cc1	i	i
Cc1ccc(OCC(=O)O)c(-n2nc3ccccc3n2)c1	i	i
CCOC(=O)N1CCN(Cc2cccs2)CC1	i	i
CCOC(=O)[C@@H]1[C@H]2COc3cc(OC)ccc3[C@@H]2N2C(=O)N(c3cccc(F)c3)C(=O)[C@@]12C	i	i
CCOc1ccc(N(CC(=O)NCc2ccccc2C)S(C)(=O)=O)cc1	i	i
CC1CCC(C(C)C)C(OC(=O)COC(=O)c2cccn2C)C1 (stereo unspecified)	i	i
COc1ccc2nc(C)cc(SCC(=O)NNC(=O)COc3ccc(C)cc3)c2c1	i	i
C=CCNC(=O)c1c[nH]c2ccc(S(=O)(=O)N(C)c3ccc(OCC)cc3)cc2c1=O	i	i
CC1(C)Cc2c(sc(NC(=O)c3ccc(S(=O)(=O)N4CCCC4)cc3)c2C#N)C(C)(C)N1	i	i

# Exported with each value named: part of the list above
CCOc1ccc(N(CC(=O)NCc2ccccc2C)S(C)(=O)=O)cc1
  CHT PAM: i | CHT inh: i

CC1CCC(C(C)C)C(OC(=O)COC(=O)c2cccn2C)C1 (stereo unspecified)
  CHT PAM: i | CHT inh: i

# Grouped by structure: the compounds so far containing a thiophene ring, fused or not (four)
SMILES	CHT PAM	CHT inh
Nc1c(C(=O)NCc2ccco2)sc2nc(N3CCOCC3)c3c(c12)CCCC3	i	i
CC1CCc2c(sc3ncnc(SCC(=O)Nc4ccc(C(=O)O)cc4)c23)C1 (stereo unspecified)	i	i
CCOC(=O)N1CCN(Cc2cccs2)CC1	i	i
CC1(C)Cc2c(sc(NC(=O)c3ccc(S(=O)(=O)N4CCCC4)cc3)c2C#N)C(C)(C)N1	i	i

# Later entries:
SMILES	CHT PAM	CHT inh
Cc1cc(NS(=O)(=O)c2cn(C)nc2C)no1	i	i
COc1ccccc1-n1c(SCC(=O)NC(C)(C)C)nnc1-c1ccco1	i	i
COc1ccc(-c2cc3ccc(OCc4nn[nH]n4)cc3oc2=O)cc1	i	i
c1ccc(-c2ccc(CN3CCSCC3)cc2)cc1	i	i
CCCCCC1CC(CC(=O)NC(=S)Nc2ccccc2Cl)C(=O)O1 (stereo unspecified)	i	i
COc1ccc(-n2nc(C(=O)Nc3ccc4c(c3)OCO4)c3c4ccccc4n(C)c3c2=O)cc1	i	i
COc1ccc(-c2csc(NC(=S)NC(=O)c3ccc4ccccc4c3)n2)cc1OC	i	i
CN1CCN(C(=O)C23CC4CC(CC(C4)C2)C3)CC1	i	i
N#Cc1cnn(CC2CCCCC2)c1N	i	i
C#CC[N+](C)(C)CCCCCCCCCC	i	i
COc1ccc(CCC(=O)N2CCCC(Nc3ccc(OC)cc3)C2)cc1 (stereo unspecified)	i	i
O=C(CSc1ncccn1)Nn1cnnc1	i	i
CC1CC2OC(=O)C3(C)CCCC(C)(C23)C1(O)CCc1ccoc1 (stereo unspecified)	i	i
Cc1ccccc1C(=O)Nc1nnc(-c2cccnc2)o1	i	i
O=[N+]([O-])c1ccc2oc(C3CCCCC3)nc2c1	i	i

# The listing continues:
SMILES	CHT PAM	CHT inh
CCn1c(SCc2nc3ccccc3c(=O)[nH]2)nc2ccccc21	i	i
C/C(=N\Nc1ccc([N+](=O)[O-])cc1)c1cccc(N)c1	i	i
CC(C)CC1NC(=O)N(CC(=O)N2c3ccccc3NC(=O)C2(C)C)C1=O (stereo unspecified)	i	i
O=C(CN1CCCC1)NCC(=O)Nc1ccc(F)cc1	i	i
N#Cc1c(NC(=O)CSc2ncc(-c3ccccc3)n2CC2CCCO2)sc2c1CCCC2 (stereo unspecified)	i	i
CCCc1ccc(OCc2ccc(C(=O)N/N=C/c3cccnc3)o2)cc1	i	i
CCOc1ccc2ccc(OCC)c(/C=N/n3cnnc3)c2c1	i	i
COCCn1c(SCC(=O)NC2CCCCC2C)nc2ccccc2c1=O (stereo unspecified)	i	i
Cc1cnc(C(=O)OCc2ccc(C#N)cc2)cn1	i	i
CCc1cc(C(=O)OC)c(N2C(=O)C3C4C=CC(C4)C3C2=O)s1 (stereo unspecified)	i	i
CCOC(=O)c1c(C)n(C)c2ccc(O)c(CN3CCCCC3)c12	i	-13.3*
C=CCN(CC=C)C(=S)NC(=O)/C=C/c1ccc(OC)cc1	i	i
COC(=O)C1CCN(C(=O)NC2CC(=O)N(c3ccc4c(c3)OCCO4)C2)CC1 (stereo unspecified)	i	i
CCCCNC1=CC(=O)C(=O)c2ccccc21	i	i
Cc1ccc(S(=O)(=O)N2CC(C)C(=O)CC2C)cc1 (stereo unspecified)	i	i

# Next results:
SMILES	CHT PAM	CHT inh
O=C(NCc1ccccc1F)C12CC3CC(CC(C3)C1)C2	i	i
COc1ccc(CCNC(=O)CCSCc2ccccc2F)cc1OC	i	i
COCCn1c(=O)c2c(nc3n2CCCN3CCc2ccc(OC)c(OC)c2)n(C)c1=O	i	i
Nc1cccc(-c2cnc3ccccc3n2)c1	i	i
O=C(CCc1ccccc1)NC1CCSC1=O (stereo unspecified)	i	i
O=C1NC(=Nc2ccccc2)SC1Cc1cccc(Cl)c1Cl (stereo unspecified)	i	i
O=C(c1ccc(F)cc1)N1CCN(c2cc(=O)[nH]nc2-c2ccccc2)CC1	i	i
CC1(C)C2(C#N)C(N)=NC3(OCCO3)C12C#N (stereo unspecified)	i	i
COc1ccc(/C=C/C(=O)NC(C)CCc2ccccc2)cc1OC (stereo unspecified)	i	i
COc1ccc(/C=C/C(=O)OC(C)CN2CCCCC2)cc1 (stereo unspecified)	i	i
Nc1ccc(C(=O)N/N=C/c2c[nH]c3ccccc23)cc1	i	i
c1ccc(OCCCc2nc(-c3ccncc3)no2)cc1	i	i
Cc1ccc(OCCn2ncc3ccccc3c2=O)c(C)c1	i	i
NC(=O)c1c(NC(=O)Cn2cnc([N+](=O)[O-])n2)sc2c1CCCC2	i	i
CCCCN(C(=O)c1ccc(Br)o1)C1CCS(=O)(=O)C1 (stereo unspecified)	i	i

# The results go on.
SMILES	CHT PAM	CHT inh
C/C(=N\NC=O)c1ccncc1	i	i
COc1ccc(/C(O)=C2/C(=O)C(=O)N(CC3CCCO3)C2c2cccc(O)c2)cc1 (stereo unspecified)	i	i
CC(=O)c1cccc(NC(=O)CCc2nc3sc4c(c3c(=O)[nH]2)CCCC4)c1	i	i
O=C1c2ccccc2C(=O)N1CN(C(=O)c1ccccc1)c1ccc(O)cc1	i	i
CC(O)c1nc2ccc(C(=O)O)cc2[nH]1 (stereo unspecified)	i	i
O=[N+]([O-])c1ccc(S(=O)(=O)NCCCc2ccccc2)cc1	i	i
Cc1ccc(S(=O)(=O)N2CCN(c3ncnc4scc(-c5ccc(F)cc5)c34)CC2)cc1	i	i
COc1ccc(OC)c(/C=N/NC(=O)c2csc3ccccc23)c1	i	i
O=C(COC(=O)Cc1ccc(F)cc1)NC1CCCC1	i	i
CC(C)N(Cc1ccccc1)C(=O)CN1C(=O)NC(Cc2ccccc2)(c2ccccc2)C1=O (stereo unspecified)	i	i
O=C1c2cccnc2C(Nc2ccc(S(=O)(=O)N3CCCCCC3)cc2)N1Cc1ccccc1 (stereo unspecified)	i	i
Cn1nc(C(C)(C)C)c([N+](=O)[O-])c1C(=O)Nc1ccc(Br)cc1	i	i
O=C(Nc1cc(Cl)cc(Cl)c1)C1C2C=CC3(O2)C1C(=O)N(CCCN1CCOCC1)C3C(=O)NC1CCCCC1 (stereo unspecified)	i	i
CC(=O)Oc1ccc(C(=O)NCc2ccc3c(c2)OCO3)cc1	i	i
Cc1[nH]n(C(N)=S)c(=O)c1N=Nc1ccccc1C(F)(F)F	i	i

# Other entries.
SMILES	CHT PAM	CHT inh
CCCN1CCc2c(sc(NC(=O)CCS(=O)(=O)c3ccccc3)c2C(=O)OC)C1	i	i
O=c1c2ccccc2[nH]c(=S)n1CCCN1CCN(c2ccccc2)CC1	i	i
O=C(NCc1ccccn1)Nc1ccc(Cl)cc1Cl	i	i
CCn1c(SCC(=O)N2CCC(C)CC2)nnc1-c1ccco1	i	i
CCN1CCN(CCNC(=O)CCCCCn2c(=O)[nH]c3cc(C(=O)OC)ccc3c2=O)CC1	i	i
COc1ccc(NS(=O)(=O)c2cccc(C(=O)NCC3(N4CCCCC4)CCCCC3)c2)cc1	i	i

# Entries of single compounds, quoted from the list:
# Record of Cc1onc(-c2ccccc2Cl)c1C(=O)NCCCN1CCOCC1 = CHT PAM: i; CHT inh: i
# Record of Cc1c(NC(=O)c2cccc(S(=O)(=O)N3CCOCC3)c2)c(=O)n(-c2ccccc2)n1C = CHT PAM: i; CHT inh: i
